Source: PubChem (several laboratories)
NCOA2 inhibitor – inhibits human steroid receptor coactivator 2 | inhibition, % at 9 µM | Q15596 | AID 651957 | HEK293 GAL4-SRC2 luciferase reporter, luminescence | 370,000 compounds, 0.17% hits;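 active = inhibition above the mean inhibition of all tested compounds plus 3 SD, set per campaign, cut at about 52% in these data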;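 note: 0% = DMSO treated cells and 100% = cells given Gossypol at 36 µM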
Target sequence (Q15596 whole entry, looked up, the tested form may be a part): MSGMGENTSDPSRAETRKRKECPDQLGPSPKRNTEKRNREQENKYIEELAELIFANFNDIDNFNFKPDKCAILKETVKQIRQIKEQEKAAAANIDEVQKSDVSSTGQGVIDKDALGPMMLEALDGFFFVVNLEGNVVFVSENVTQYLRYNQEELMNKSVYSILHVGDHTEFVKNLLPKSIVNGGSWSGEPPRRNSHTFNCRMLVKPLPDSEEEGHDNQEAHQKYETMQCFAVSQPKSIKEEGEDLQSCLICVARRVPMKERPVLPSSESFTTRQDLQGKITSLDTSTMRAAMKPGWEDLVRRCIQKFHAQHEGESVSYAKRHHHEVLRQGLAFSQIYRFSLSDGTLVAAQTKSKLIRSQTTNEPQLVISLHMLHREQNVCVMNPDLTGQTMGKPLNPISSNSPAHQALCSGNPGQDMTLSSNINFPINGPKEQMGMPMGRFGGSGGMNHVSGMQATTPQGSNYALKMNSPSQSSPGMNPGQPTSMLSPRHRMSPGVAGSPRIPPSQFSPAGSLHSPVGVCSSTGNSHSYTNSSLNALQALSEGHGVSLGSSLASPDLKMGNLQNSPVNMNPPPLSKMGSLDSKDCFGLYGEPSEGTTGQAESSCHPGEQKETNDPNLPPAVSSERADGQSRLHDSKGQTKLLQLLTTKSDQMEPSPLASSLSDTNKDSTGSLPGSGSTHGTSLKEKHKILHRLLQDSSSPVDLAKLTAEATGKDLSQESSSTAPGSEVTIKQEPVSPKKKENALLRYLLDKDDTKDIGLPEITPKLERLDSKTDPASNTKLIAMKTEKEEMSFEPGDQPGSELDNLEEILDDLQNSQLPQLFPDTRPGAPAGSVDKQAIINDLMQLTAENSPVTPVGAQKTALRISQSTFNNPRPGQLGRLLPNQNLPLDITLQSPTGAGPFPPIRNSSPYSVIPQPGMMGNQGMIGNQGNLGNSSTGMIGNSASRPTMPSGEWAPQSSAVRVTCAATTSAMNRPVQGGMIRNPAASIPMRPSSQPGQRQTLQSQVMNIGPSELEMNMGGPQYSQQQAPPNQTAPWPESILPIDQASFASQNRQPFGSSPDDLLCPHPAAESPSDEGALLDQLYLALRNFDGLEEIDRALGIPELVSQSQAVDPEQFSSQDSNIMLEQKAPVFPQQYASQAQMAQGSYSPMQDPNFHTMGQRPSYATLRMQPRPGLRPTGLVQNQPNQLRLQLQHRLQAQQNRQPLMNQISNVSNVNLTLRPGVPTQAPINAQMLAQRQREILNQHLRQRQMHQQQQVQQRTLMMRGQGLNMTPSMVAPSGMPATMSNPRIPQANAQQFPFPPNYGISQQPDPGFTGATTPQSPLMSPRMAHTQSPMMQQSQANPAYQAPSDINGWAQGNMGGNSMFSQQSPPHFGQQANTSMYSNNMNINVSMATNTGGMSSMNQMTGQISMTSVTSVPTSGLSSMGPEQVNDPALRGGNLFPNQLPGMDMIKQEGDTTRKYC
TRAIL sens C8 – sensitizes caspase-8 expressing cells to TRAIL | 360,000 compounds, 1% hits | NB7+C8 cells + TRAIL, ATPlite viability luminescence | inhibition (viability loss, TRAIL sensitization), % at 10 µM;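 active = compounds causing at least 50% loss of cell viability in the single-dose screen, relative to plate controls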
TLR9-MyD88 inh – blocks human TLR9 binding to MyD88. Q9NR96+Q99836. CHO BLA complementation TLR9-MyD88, CCF4 FRET ratio. inhibition, % at 4.98 µM. 340,000 compounds, 0.21% hits;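 active = inhibition above the mean over all tested compounds plus 3 SD, cut at about 21% in these data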;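 note: 0% = DMSO only wells and 100% = clavulanate BLA inhibitor control wells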
EBV LMP1 NFkB – inhibitors of Epstein-Barr LMP1-induced NF-kappaB reporter. LMP1-induced NF-kappaB luciferase reporter cells, luminescence. inhibition, % at 12.5 µM. 350,000 compounds, 0.69% hits. AID 504558; in the data active = inhibition above about 41%;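 note: 0% = neutral control wells and 100% = reference inhibitor control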
SRC3 inh – inhibitors of human steroid receptor coactivator 3 (SRC3); Q9Y6Q9; HEK293 GAL4-SRC3 luciferase reporter, luminescence; inhibition, % at 3.6 µM; 360,000 compounds, 0.17% hits; AID 588352;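 active = inhibition above a per-campaign cutoff, the mean of all compounds plus 3 SD, cut at about 60% in these data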;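 note: 0% = DMSO-treated cells and 100% = gossypol-treated cells at 36 µM; higher means less SRC3-driven luciferase light from the GAL4 reporter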
COUP-TFII inh – blocks human COUP-TFII nuclear receptor. AID 686940. 370,000 compounds, 0.7% hits. inhibition, % at 8.6 µM. HEK293T NGFI-A luciferase reporter, luminescence. P24468;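 active = inhibition above a per-plate cutoff, mean inhibition of test wells between control levels plus 3 SD, cut at about 38% in these data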;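 note: cells cotransfected with COUP-TFII expression vector driving the NGFI-A reporter; 0% = median of COUP-TF2 test wells and 100% = reporter-only cells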
Vif imaging – inhibitors of HIV Vif | 340,000 compounds, 0.35% hits | inhibition, % at 7.49 µM | HEK293T cells, Vif self-association by quenched fluorescence, imaging, 24 h; in the data active = inhibition above about 50%, passing the limit was not always enough; note: some results filed as inactive read as strong as hits
SRC1 inh – inhibitors of human steroid receptor coactivator 1 (SRC1); inhibition, % at 3.6 µM; Q15788; AID 588354; 360,000 compounds, 0.12% hits; HEK293 GAL4-SRC1 luciferase reporter, luminescence;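 active = inhibition above the campaign mean plus 3 SD, with each screening campaign given its own cutoff, cut at about 60% in these data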;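 note: 0% = DMSO treated cells and 100% = gossypol at 36 µM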
NOD2 RIPK2 PPI – NOD2-RIPK2 protein interaction inhibition | O43353 | CHO BLA complementation NOD2-RIPK2, CCF4 ratio | inhibition, % at 4.98 µM | 360,000 compounds, 0.38% hits; in the data active = inhibition above about 21%;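 note: 0% = vehicle only and 100% = reference blocker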
LRH-1 inv ag – NR5A2 inverse agonism in reporter assay; O00482; HEK293T StAR-luciferase reporter, LRH-1 transfected, 24 h; inhibition, % at 3.6 µM; 360,000 compounds, 0.13% hits;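 active = inhibition above the mean inhibition of all tested compounds plus 3 SD, cut at about 73% in these data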;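 note: 0% = DMSO wells and 100% = reporter-only cells lacking LRH-1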
TROY signal inh – blocks TROY-dependent signaling in reporter cells | inhibition, % at 10 µM | Q293 LMP1-TROYcd NF-kB luciferase reporter, 4 h | 360,000 compounds, 0.98% hits | AID 1347056;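 active = compounds whose plate-normalised and pattern-corrected inhibition of the luciferase reporter signal at the single screening dose is 50% or more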
The depositor's hits bear a star; · = not tested or not shown. The list is partial. The share of hits here may be higher or lower than overall.

item | SMILES | LRH-1 inv ag | TLR9-MyD88 inh | COUP-TFII inh | EBV LMP1 NFkB | TRAIL sens C8 | NOD2 RIPK2 PPI | NCOA2 inhibitor | TROY signal inh | SRC1 inh | Vif imaging | SRC3 inh
1 | Cc1cccc(C)c1NC(=O)C(c1ccc(C#N)cc1)n1c(=O)c(-c2cc3ccccc3[nH]2)nc2ccccc21 (centres undefined) | 19 | · | -3 | · | 20 | 58* | 6 | · | · | · | ·
2 | Cc1cccc(CN2CCOCCS2(=O)=O)c1 | -8 | -6 | 3 | 5 | -21 | 5 | -20 | -3 | 3 | 4 | -14
3 | CCN(CC)CC(O)CN1C(=O)NC(C)(C)C1=O (centres undefined) | 0 | 11 | 8 | 4 | -4 | 3 | 3 | -17 | 7 | 2 | 8
4 | CCOC(=O)CCCNc1ccc([N+](=O)[O-])cc1[N+](=O)[O-] | 4 | 5 | -29 | 5 | -4 | -7 | -25 | -22 | 11 | 3 | 25
5 | O=C(NCCCN1CCOCC1)C(=O)N/N=C/c1ccc(F)cc1 | 18 | 5 | -3 | 2 | -2 | -10 | -16 | -13 | 16 | · | 13
6 | Cc1cccc(N(CC(=O)N/N=C/c2ccc(OCC(=O)NCc3ccco3)cc2)S(C)(=O)=O)c1C | -5 | 0 | 1 | -42 | 4 | -8 | -13 | -10 | -25 | -6 | 23
7 | CCOC(=O)Cc1csc(N/C(=N/S(=O)(=O)c2ccc(Cl)cc2)c2ccccc2)n1 | 8 | 0 | 3 | 2 | -4 | 0 | -9 | 21 | 10 | 8 | -1
8 | CCC(C)C(=O)Nc1nnc(SCC(=O)NC(C)(C)C)s1 (centres undefined) | -7 | 1 | -10 | 6 | 0 | -9 | -24 | -9 | 4 | 2 | 16
9 | CC1CCC/C(=C\Nc2ccccc2C(=O)O)C1=O (centres undefined) | -19 | 0 | 16 | -7 | -4 | 9 | -4 | -7 | 10 | 2 | 4
10 | Cc1cccc(C(C(=O)NC2CCCC2)N(Cc2cccnc2)C(=O)c2csnn2)c1 (centres undefined) | -5 | 7 | -15 | 4 | -13 | -13 | -2 | -4 | -7 | 13 | 2
11 | CC(=O)N1CCSc2ccc(S(=O)(=O)NCc3ccccc3)cc21 | -10 | -5 | 1 | -7 | 2 | 3 | 11 | 3 | -1 | -5 | -7
12 | Cc1ccc([C@@H]2CC=C(C(=O)O)CN2S(=O)(=O)c2ccccc2C)cc1 | 23 | -2 | -7 | 4 | 11 | 8 | 7 | 2 | 3 | · | -4
13 | COC(=O)C(C)NC(=O)C12CC3CC(CC(C3)C1)C2 (centres undefined) | 17 | -11 | -7 | -10 | 17 | -3 | 15 | 8 | -14 | -6 | 5
14 | Cc1cccc(NC(=O)CNC(=O)c2ccccc2Cl)n1 | 8 | -2 | 9 | -9 | -13 | -2 | 2 | -14 | -8 | 8 | -35
15 | O=C(CNC(=O)c1ccc(Cl)cc1Cl)OCC(=O)N1CCN(c2ccccc2)CC1 | 10 | -4 | 6 | 0 | 4 | -7 | -20 | 10 | -9 | · | 18
16 | COc1ccc2c(CN(C)Cc3ccccc3)cc(=O)oc2c1 | -132 | · | -43 | · | -2 | 0 | -48 | -48 | -72 | · | -72
17 | CCOc1ccc(-c2nc(CSc3nnc(N)s3)cs2)cc1OC | -34 | -3 | -15 | -13 | 1 | -9 | -19 | -32 | -24 | 1 | -36
18 | CC1=NN(c2ccccc2)C(=O)C1N=Nc1ccc(S(N)(=O)=O)cc1 (centres undefined) | 16 | 12 | -9 | 2 | 5 | 2 | 2 | -14 | -10 | -7 | 10
19 | Cc1ccc(CNC(=O)CSc2c3c(nc4ccc(Cl)cc24)CCCC3)o1 | -7 | -2 | 26 | 8 | 2 | 2 | -30 | -17 | 12 | 1 | 0
20 | CCN(C(=O)c1ccco1)c1nc(-c2ccc(OC)cc2)cs1 | -75 | -2 | -20 | -17 | 6 | -18 | -7 | -45 | -70 | -7 | -70
21 | N#Cc1c(NC(=O)CSc2nc3ccccc3s2)sc2c1CCCC2 | 5 | 3 | 7 | -4 | 6 | -2 | 4 | 2 | -9 | -9 | -13
22 | CCOCCCNC(=O)c1c(N)n(-c2ccc3c(c2)OCO3)c2nc3ccccc3nc12 | -5 | -12 | -12 | 17 | 16 | 6 | 1 | -11 | 20 | 1 | 6
23 | COc1ccc(Oc2c(OC)cc([N+](=O)[O-])c3ncccc23)cc1 | 15 | -1 | 8 | 1 | -14 | -4 | 1 | -1 | 2 | 8 | -5
24 | C=C[C@@H]1c2c(F)cccc2N(S(=O)(=O)c2ccc(C)cc2)[C@H](c2ccc(C(=O)OC)cc2)C1(C#N)C#N | 16 | 7 | 18 | 7 | -9 | -10 | 1 | 15 | -7 | -27 | -2
25 | CCOC(=O)c1sc(NC(=S)NC(=O)c2ccccc2)c(C(=O)OCC)c1C | 4 | 6 | 2 | -46 | 16 | 0 | 2 | -12 | 0 | -6 | 19
26 | COc1ccc(NC(=O)N2CCCCCC2)c(OC)c1 | -1 | -5 | -11 | 1 | -8 | -2 | 17 | -6 | 8 | -5 | 5
27 | O=C(COC(=O)/C=C/c1cccc(F)c1)NC1CCCC1 | 6 | -10 | 3 | -1 | -6 | -9 | -5 | -21 | 4 | -3 | -1
28 | O=C(N/C(=C\c1ccc([N+](=O)[O-])cc1)C(=O)N1CCCCC1)c1ccco1 | 5 | 7 | -4 | -4 | 0 | 1 | -28 | -1 | -5 | 7 | -3
29 | O=C(CCCN1C(=O)NC2(CCCC2)C1=O)Nc1ccc(F)cc1 | -14 | 1 | -10 | -2 | 3 | -16 | 9 | 11 | -2 | -4 | -1
30 | Cc1ccc(OCCn2cc(/C=C3\C(=O)NN(c4ccccc4)C3=O)c3ccccc32)cc1 | -10 | -8 | -12 | 2 | -17 | 5 | -2 | -11 | 7 | 6 | 9
31 | Cc1cc(C)n(Cc2ccc(Cl)nc2)n1 | -4 | 1 | -11 | 2 | -3 | 1 | -4 | -10 | -9 | -2 | 10
32 | Cc1nc(N2CCCCC2)c(C#N)c(C)c1[N+](=O)[O-] | 6 | 5 | -9 | 1 | 0 | 3 | -3 | 5 | 5 | 1 | 10
33 | O=C(NNC(=S)Nc1ccccc1)c1ccco1 | -27 | -2 | -3 | -3 | -22 | 3 | -22 | -14 | -15 | 5 | -21
34 | COc1cc(F)ccc1S(=O)(=O)n1c(C)nc2ccccc21 | 1 | 4 | 4 | 10 | -12 | -2 | 6 | -1 | 6 | 11 | -7
35 | O=C(Nc1ccc(F)c(Cl)c1)c1ccc2sc([C@H]3C[C@H](O)[C@@H](CO)O3)nc2c1 | -49 | · | 32 | · | 21 | 10 | -4 | 8 | -38 | 2 | -47
36 | Cc1ccc(S(=O)(=O)N2CCN(C(=O)N3CCOCC3)C2C(C)C)cc1 (centres undefined) | -2 | 4 | 8 | 5 | 1 | -2 | -6 | 1 | 10 | 6 | -13
37 | O=c1cc(N2CCCCC2)nc2n1CCCS2 | -15 | 0 | -8 | -17 | -3 | 2 | -8 | 5 | -23 | -2 | -2
38 | O=C(O)CN1C(=O)C(=O)N(Cc2ccc(Cl)cc2Cl)C1=O | -7 | 7 | -9 | 9 | -25 | -1 | 12 | -5 | -15 | 6 | -17
39 | Cn1c([N+](=O)[O-])cnc1COC(N)=O | 1 | -5 | -8 | 0 | -5 | -4 | 1 | 5 | -15 | -5 | 9
40 | CS(=O)(=O)N(CC(=O)NCc1ccco1)c1ccccc1Cl | -11 | -5 | -3 | 1 | -9 | -1 | -4 | 6 | 5 | 4 | 6
41 | Cn1ccsc1=NC(=O)c1ccccc1F | -17 | 4 | -7 | 1 | 4 | -2 | -18 | -22 | -20 | 0 | -14
42 | COC(=O)CSc1nnc(Cc2cc(=O)[nH]c(=O)[nH]2)n1-c1cccc(OC)c1 | -14 | 1 | -5 | -10 | -4 | 4 | 8 | 12 | -20 | 0 | 3
43 | Clc1cc2c(cc1/C=N/Nc1nc(N3CCOCC3)nc(N3CCOCC3)n1)OCO2 | 4 | -2 | 5 | -7 | -6 | 3 | -3 | 7 | -12 | 9 | 3
44 | CCc1ccc(NC(=O)CO/N=C(\C)c2cc3ccccc3o2)cc1 | 22 | 1 | 4 | -7 | 8 | -14 | 8 | 19 | 0 | -1 | -11
45 | O=C(Nc1cc2c(cc1Cl)OCCCO2)c1ccccc1 | -79 | 3 | -24 | -29 | 16 | 0 | -44 | -65 | -94 | -8 | -34
46 | CCOC(=O)c1ccc(NC(=S)NNC(C)(C)C)cc1 | -48 | · | -15 | -16 | -4 | -6 | -11 | -36 | -24 | -1 | -35
47 | CCOC(=O)CSc1ccc(C(=O)N2CCN(C)CC2)cc1[N+](=O)[O-] | 11 | -3 | -1 | -3 | -19 | -6 | -18 | 5 | 4 | -1 | 23
48 | COc1ccc(CN(CC2CCC(C(=O)O)CC2)C(=S)Nc2cc(Cl)ccc2OC)cc1 (centres undefined) | 7 | -6 | 16 | -2 | 3 | -7 | -15 | 4 | 2 | -1 | 21
49 | CC1CCN(c2c(NCC3CCC(C(=O)NCc4ccccc4Cl)CC3)c(=O)c2=O)CC1 (centres undefined) | 8 | 6 | 3 | 0 | 13 | 4 | 14 | -3 | -6 | -5 | -3
50 | CCCCn1cnc2c(oc3nc4c(cc32)CCCC4)c1=O | -101 | 0 | -27 | 20 | 4 | -12 | -37 | 1 | -107 | 6 | -95

More records follow:
item | SMILES | LRH-1 inv ag | TLR9-MyD88 inh | COUP-TFII inh | EBV LMP1 NFkB | TRAIL sens C8 | NOD2 RIPK2 PPI | NCOA2 inhibitor | TROY signal inh | SRC1 inh | Vif imaging | SRC3 inh
51 | COc1cc(OC)c(NC2c3ccccc3C(=O)N2c2cc(C)ccn2)cc1Cl (centres undefined) | -62 | -2 | -46 | -37 | -15 | 9 | -32 | -20 | 0 | · | 10
52 | O=C(Nc1nnc(S(=O)(=O)N2CCCC2)s1)c1ccccc1Br | -1 | -2 | 2 | 6 | -5 | -2 | -15 | -13 | 6 | 4 | 3
53 | COc1ccccc1-n1cc(CN2CCN(C3CCCCC3)C(CCO)C2)cn1 (centres undefined) | -4 | -1 | 6 | -2 | -1 | 1 | -13 | -20 | -8 | 21 | 0
54 | CCCCCCNC(=O)CCCCCNS(=O)(=O)c1ccc(Br)cc1 | -21 | -11 | 3 | 0 | -7 | -3 | -1 | 18 | 9 | 14 | 6
55 | COc1ccc(S(=O)(=O)n2ccc(-c3ccc(OCCN(C)c4ccccn4)cc3)n2)cc1 | 15 | 1 | 34 | 0 | 6 | 3 | 33 | 12 | -6 | -19 | 12
56 | COc1cccc(-c2cc(C(=O)O)c3cc4ccccc4cc3n2)c1OC | 5 | 1 | 0 | -4 | -15 | -3 | -4 | 12 | -25 | -5 | -10
57 | COc1cccc(NC(=O)n2nc(N)cc2-c2ccc(Cl)cc2)c1 | -16 | 7 | -3 | -18 | 2 | 1 | -12 | -20 | -5 | 10 | -12
58 | CNC(=S)N1CCc2cc(OC)c(OC)cc2C1 | -1 | 0 | -11 | -4 | -9 | -12 | -14 | 0 | 12 | 7 | 6
59 | Cc1nnsc1NC(=O)OCc1ccc(C(F)(F)F)cc1 | -9 | -3 | 0 | -14 | 0 | -1 | 11 | 14 | 0 | -5 | 3
60 | COc1ccc(CCNC(=O)COc2cc(C)cc3oc(=O)cc(C)c23)cc1OC | -11 | -13 | -4 | 8 | -12 | -8 | -1 | -3 | -7 | 0 | -10
